# proCasp7 act = activates human procaspase-7, counter-screen for procaspase-3 activators | actives 0.093% (n = 330,000) | recombinant procaspase-7, Ac-DEVD-pNA absorbance 405 nm; D23A/D198A/D206A triple mutant, cannot self-cleave; scale: DMSO 0, 5 µM enzyme 100 | P55210 | activation, % at 8.5 µM;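 active means percent activation above the screen-wide mean plus 3 SD, cut at about 25% in these data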
# Target sequence (P55210 whole entry D23A/D198A/D206A): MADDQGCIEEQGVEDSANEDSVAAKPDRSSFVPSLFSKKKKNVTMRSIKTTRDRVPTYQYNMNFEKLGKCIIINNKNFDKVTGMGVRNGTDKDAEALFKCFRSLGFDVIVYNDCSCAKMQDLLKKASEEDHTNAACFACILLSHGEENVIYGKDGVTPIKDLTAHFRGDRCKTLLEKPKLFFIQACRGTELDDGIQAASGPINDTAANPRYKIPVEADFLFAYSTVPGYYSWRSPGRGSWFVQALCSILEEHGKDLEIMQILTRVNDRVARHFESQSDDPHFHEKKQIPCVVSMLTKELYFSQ
#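 Assay system: Uncleavable procaspase-7 mutant enzyme / Input: 2 µM procaspase-7 mutant as dispensed / Dosing: single nominal 8.5 µM compound dose, 0.8% DMSO final / Timing: 1 h enzyme–compound preincubation and 2 h substrate reaction, both 25 °C / Detection: p-Nitroaniline absorbance at 405 nm, read at 0 and 120 min / Replication: singlicate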
# PP1 counter = PP1-alpha (human) inhibition in PP5 counter-screen | P62136 | purified PP1alpha, OMFP fluorescence | actives 0.9% (n = 320,000) | inhibition, % at 6.7 µM | AID 2235;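 active means inhibition above the mean inhibition of all tested compounds plus 3 SD, computed separately for each screening campaign, cut at about 15% in these data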
# Target sequence (P62136 whole entry, looked up): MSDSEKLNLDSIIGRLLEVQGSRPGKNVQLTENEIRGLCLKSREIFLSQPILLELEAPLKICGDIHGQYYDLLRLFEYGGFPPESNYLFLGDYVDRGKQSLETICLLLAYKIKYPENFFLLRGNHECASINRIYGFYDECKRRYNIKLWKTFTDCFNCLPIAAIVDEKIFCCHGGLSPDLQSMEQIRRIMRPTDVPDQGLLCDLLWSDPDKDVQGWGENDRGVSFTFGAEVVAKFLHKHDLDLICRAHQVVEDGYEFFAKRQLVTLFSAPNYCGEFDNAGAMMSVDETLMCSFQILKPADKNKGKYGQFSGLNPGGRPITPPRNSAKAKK
# procasp3 activ = activators of human procaspase-3. AID 463141. P42574. activation, % at 8.5 µM. actives 0.11% (n = 330,000). recombinant procaspase-3 D3A, Ac-DEVD-pNA absorbance 405 nm;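 active means activation above the mean of all tested compounds plus 3 SD, cut at about 21% in these data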;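 further: 0% = DMSO alone and 100% = DMSO wells spiked with extra 5 µM PC-3 D3A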
# Target sequence (P42574 whole entry D9A/D28A/D175A): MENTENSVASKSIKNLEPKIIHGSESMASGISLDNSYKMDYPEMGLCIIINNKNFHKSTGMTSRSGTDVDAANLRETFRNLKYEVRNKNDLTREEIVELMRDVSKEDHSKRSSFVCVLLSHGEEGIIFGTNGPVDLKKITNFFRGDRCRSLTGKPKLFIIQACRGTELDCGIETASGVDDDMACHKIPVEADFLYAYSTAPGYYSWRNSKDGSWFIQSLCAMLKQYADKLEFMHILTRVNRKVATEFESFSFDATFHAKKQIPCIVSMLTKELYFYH
#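 Assay system: Procaspase-3 D3A mutant, all three cleavage aspartates alanine. Buffer or medium: Zinc-free HEPES saline buffer with Triton X-100. Times: 1 h compound preincubation, 2 h substrate hydrolysis at 25 °C. Measured by: 405 nm absorbance of p-nitroaniline, reads at 0 and 120 min. Read-out basis: percent activation relative to control range. Replicates: singlicate.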
# Fh CTSL1 inh = blocks F. hepatica cathepsin L1 in PFM18AAP counter-screen. AID 1906. inhibition, % at 5.96 µM. recombinant F. hepatica cathepsin L1, Z-Leu-Arg-MCA fluorescence. actives 0.49% (n = 300,000);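 active means inhibition above the mean of all tested compounds plus 3 SD, set per screening campaign, cut at about 17% in these data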;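 further: 0% = plate median of test compound wells and 100% = 1 µM Z-Phe-Ala-diazomethylketone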
# AHR activator = activators of human aryl hydrocarbon receptor. actives 2.5% (n = 320,000). activation, % at 5 µM. AHR-responsive luciferase reporter cells, luminescence. P35869; in the data active means activation above about 47%;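 further: 0% = vehicle wells and 100% = reference agonist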
# PAFAH2 FP inh = inhibitors of human PAFAH2 | Q99487 | recombinant PAFAH2, FP-rhodamine activity probe, fluorescence polarization | inhibition, % at 3.39 µM | actives 0.99% (n = 340,000) | AID 492956;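 active means inhibition above the mean over all tested compounds plus 3 SD, cut at about 30% in these data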;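 further: inhibitors block probe labeling of enzyme so polarization drops; 0% = enzyme with DMSO and 100% = wells lacking PAFAH2 protein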
# TPT1 inh = blocks Candida albicans tRNA 2'-phosphotransferase; recombinant caTPT1, FP RNA substrate dephosphorylation; inhibition, % at 5 µM; actives 0.81% (n = 300,000); AID 1962;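 active means inhibition above the mean of all tested compounds plus 3 SD, set per screening campaign, cut at about 24% in these data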;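 further: plate controls were DMSO alone for no effect and ferristatin control at 100 nM for full effect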
# HCV core dimer = blocks dimerization of HCV core protein; TR-FRET GST/Flag-core106 dimerization, 1536-well; inhibition, % at 5 µM; actives 0.33% (n = 300,000);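 active means inhibition above the mean of all tested compounds plus 3 SD, set per screening campaign, cut at about 45% in these data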
#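 System: GST-tagged and Flag-tagged HCV core protein residues 1-106 / Input: core106 proteins, GST 13.5 nM and Flag 17 nM / Buffer or medium: KF-containing HEPES buffer, pH 7.45, DTT, CHAPS, BSA / Probe or stimulus: Eu-anti-GST and XL665-anti-Flag labelled anti-tag antibodies / Schedule: 4 h, 22.5 °C incubation / Technique: TR-FRET 671 and 617 nm emission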
# PP5 inh = PP5 (human) phosphatase inhibition. actives 0.18% (n = 320,000). AID 1987. inhibition, % at 6.7 µM. purified PP5c, OMFP substrate fluorescence;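 active means inhibition above the campaign's mean inhibition across all tested compounds plus 3 SD, cut at about 9.5% in these data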;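 further: 0% = DMSO only and 100% = 100 µM cantharidin control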
# Numbers without * were called inactive; nt = no result given.
1) O=C(CCCn1c(SCC(=O)Nc2ccccc2C(F)(F)F)nc2ccccc2c1=O)NCC1CCCO1 (configuration not stated)
2) O=C(Nc1ccc(S(=O)(=O)N2CCOCC2)cc1)c1ccc(Cl)cc1Cl
3) Cc1cccc(-c2n[nH]c(=S)n2/N=C/c2ccco2)c1
4) CC(=O)c1cccc(NC(=O)Nc2c(C)nn(C)c2C)c1
5) COC(=O)[C@@]12CCCN1[C@H](c1ccc(-c3ccc(OC)cc3)c(OC)c1)[C@@H]1C(=O)N(C)C(=O)[C@@H]12
6) Cc1ccc(Nc2nc(C)cs2)cc1
7) NS(=O)(=O)c1ccc(NC(=O)CSC2=NC(=O)C(c3ccccc3)C(=O)N2)cc1 (configuration not stated)
8) O=C(C1CCCCC1)N1CCN(c2ccccc2F)CC1
9) Cc1ccc(CN(N=Nc2nonc2N)c2nonc2N)c(C)c1
10) CC(C)Nc1ccc(C(CC(N)=O)NC(=O)c2ccc(Br)cc2)cc1[N+](=O)[O-] (configuration not stated)

compound no.	1	2	3	4	5	6	7	8	9	10
proCasp7 act	1	-6	-7	2	3	-5	3	3	-4	-6
PP1 counter	1	-2	-7	-2	3	-3	1	-2	3	7
procasp3 activ	5	0	-15	1	-1	4	-6	-7	5	9
Fh CTSL1 inh	3	-1	-2	0	0	3	0	10	0	1
AHR activator	2	-4	20	9	24	6	0	4	-5	5
PAFAH2 FP inh	4	-5	0	-6	0	2	-7	0	0	-4
TPT1 inh	1	2	0	2	2	2	-2	-2	-3	0
HCV core dimer	-9	1	0	2	17	-5	1	9	1	7
PP5 inh	0.4	0.4	0.3	3.1	5.3	-1.1	1.0	-0.7	5.9	0.1

11) Cc1ccc2[nH]c(=O)c(CN(Cc3ccco3)C(=O)CN3CCCC(C)C3)cc2c1 (configuration not stated)
12) O=C(O)C1CCCCC1C(=O)N1CC=C(c2ccccc2)CC1 (configuration not stated)
13) C=C1C(=O)O[C@H]2C1CC[C@@](C)(O)C13C=CC(C)(C21)C1(C3)C(=O)O[C@@H]2C3C(C)=CCC3[C@](C)(O)C[C@H](OC(C)=O)C21 (some centres not stated)
14) COc1ccc2c(c1)c(-c1csc(N)n1)c(C)n2C
15) CCC1CCCCN1C(=O)COC(=O)c1cccs1 (configuration not stated)
16) COC(=O)/C(=N\Nc1ccc(Cl)cc1)Sc1nnc(-c2ccc(OC)cc2)n1C
17) CCCn1c(=O)c2ccccc2n2c(SCC(=O)Nc3cc(C)on3)nnc12
18) Cc1ccccc1COn1nnc2ccc(S(=O)(=O)N3CCOCC3)cc21
19) COc1ccc(S(=O)(=O)NC(C)C)cc1C(=O)N1CCOCC1
20) CCOCCN(C(=O)COC)c1cccc(OC)c1

compound no.	11	12	13	14	15	16	17	18	19	20
proCasp7 act	13	13	0	-5	-6	6	-9	5	-1	6
PP1 counter	-2	-3	0	0	nt	-2	1	-3	-4	-4
procasp3 activ	7	3	-1	-6	1	-2	5	-1	1	2
Fh CTSL1 inh	2	-3	4	3	nt	2	-1	-1	-2	-3
AHR activator	15	2	4	35	-1	1	-2	-2	-3	-2
PAFAH2 FP inh	-2	7	-3	10	6	-4	0	2	0	3
TPT1 inh	1	-4	-1	-1	nt	-1	0	1	-2	4
HCV core dimer	-5	-1	-3	23	nt	10	4	-2	5	5
PP5 inh	0.8	-0.2	0.2	4.7	nt	0.9	-1.2	0.0	-0.7	-4.4

21) COC(=O)c1sccc1NC(=O)CC1C(=O)NCCN1C(=O)Nc1cc(Cl)ccc1OC (configuration not stated)
22) O=C(O)c1cccc(N/N=C/c2sc(N3CCOCC3)nc2-c2ccccc2)c1
23) O=c1ccc(=O)n(-c2ccccc2)[nH]1
24) Cc1c(CCOC(=O)c2cc([N+](=O)[O-])cc([N+](=O)[O-])c2)sc[n+]1CCCCS(=O)(=O)[O-]
25) Cc1noc(C)c1-c1nc(CSc2ccccc2)no1
26) CC(=O)N1CCN(c2ccc(S(=O)(=O)NCCN(C(C)C)C(C)C)cc2[N+](=O)[O-])CC1
27) O=C(O)CCC(=O)Nc1ccc(N2CCCCCC2)cc1
28) COc1ccc(CCNC(=O)CN2CCN(S(=O)(=O)c3ccc(Cl)cc3)CC2)cc1OC
29) CN(C)C=NCCn1c(N2CCOCC2)nc2c1c(=O)n(C)c(=O)n2C
30) COCCNC(=O)c1ccc(Cl)c(S(=O)(=O)Nc2cccc(C)c2C)c1

compound no.	21	22	23	24	25	26	27	28	29	30
proCasp7 act	8	-6	3	2	-2	-3	-32	4	1	2
PP1 counter	-6	1	-2	-1	0	-1	0	-4	-2	-2
procasp3 activ	-1	-7	-9	-8	1	6	-20	-2	-12	-7
Fh CTSL1 inh	-6	4	0	2	-2	2	0	3	1	-5
AHR activator	-1	8	0	-3	-7	2	-6	5	-1	-9
PAFAH2 FP inh	nt	11	1	3	1	4	-7	-6	-4	-2
TPT1 inh	-2	6	-3	0	-1	1	-10	-1	-1	0
HCV core dimer	4	-36	0	1	2	-3	-22	1	3	-6
PP5 inh	2.1	-2.2	-1.3	-0.6	-0.3	0.1	0.3	-0.8	-0.3	0.8

31) COc1cc(CNCc2ccc(OC)cc2OC)cc(OC)c1
32) O=C(COc1cc(Cl)c(Cl)cc1Cl)NCCN1CCOCC1
33) CCCCn1nnc(NC(=O)c2ccc(-c3ccccc3[N+](=O)[O-])o2)n1
34) O=C(Nc1ccccc1)Nc1cccc(Cl)c1Cl
35) O=C(c1ccncc1)N1CCN(c2cccc(C(F)(F)F)c2)CC1
36) CCOc1ccc(C(C)NC(=S)NCc2ccc(F)cc2)cc1 (configuration not stated)
37) CCOC(=O)C1=C(C)N(C)C(=O)NC1c1cccc(O)c1 (configuration not stated)
38) CCCCNc1ccc(C(CC(N)=O)NC(=O)c2cc(C)cc(C)c2)cc1[N+](=O)[O-] (configuration not stated)
39) Cn1c(SCC(=O)Nc2cccc(S(=O)(=O)NC3=NCCCCC3)c2)nnc1-c1ccccc1
40) CC(C)Sc1nc2c(cnn2-c2ccc(F)cc2)c(=O)[nH]1

compound no.	31	32	33	34	35	36	37	38	39	40
proCasp7 act	7	5	0	-5	4	1	4	0	3	7
PP1 counter	-4	0	6	1	-4	1	-2	1	1	1
procasp3 activ	8	2	-1	0	2	5	0	4	9	-3
Fh CTSL1 inh	-2	2	2	4	-3	7	0	8	-3	-1
AHR activator	4	5	3	39	9	2	-1	4	0	1
PAFAH2 FP inh	-4	2	-2	-10	-1	6	-2	2	3	0
TPT1 inh	0	-1	-2	1	-3	-1	-6	-5	-1	2
HCV core dimer	6	0	5	4	-5	-1	-3	-16	3	4
PP5 inh	-0.6	2.4	2.3	2.8	0.0	2.2	-1.1	-9.1	1.6	2.5

41) C[n+]1ccc(C(=O)N/N=C/c2ccco2)cc1
42) Cc1ccc(Nc2nc(-c3cccnc3)cs2)cc1C
43) Cc1cccc[n+]1C1C(c2ccccc2)C(C#N)=C(C(=C=[N-])C#N)NC1(O)C1CC1 (configuration not stated)
44) CC1CC(C)CN(S(=O)(=O)c2cc3c4c(c2)CCN4C(=O)CC3)C1 (configuration not stated)
45) C=CCN1C(=O)C(Cc2ccccc2)SC1=Nc1ccc(C(=O)O)cc1 (configuration not stated)
46) COc1cc(C(CCN2CCOCC2)c2c(OC)cc(OC)c3c(C)cc(=O)oc23)cc(OC)c1OC (configuration not stated)
47) COc1ccc(C(=O)/C=C/C(=O)N(Cc2ccc(F)cc2)C(C(=O)NC2CCCCC2)c2ccncc2)c(O)c1 (configuration not stated)
48) C=CCn1c(CCNC(=O)C(C)(C)C)nc2ccccc21
49) O=C(CCNS(=O)(=O)c1ccc2c(c1)CCC(=O)N2)NCc1ccc2c(c1)OCO2
50) O=c1c2ccccc2nc2n1CCCN2

compound no.	41	42	43	44	45	46	47	48	49	50
proCasp7 act	-6	-2	-2	5	-2	5	-12	5	13	12
PP1 counter	-2	6	-5	-3	1	0	0	11	-3	-1
procasp3 activ	-1	1	6	7	-1	1	-5	0	1	-4
Fh CTSL1 inh	0	0	1	6	1	4	3	-3	-3	-3
AHR activator	3	54*	2	-2	0	5	-1	9	-1	-1
PAFAH2 FP inh	-5	6	30*	12	6	-1	1	-10	-4	-1
TPT1 inh	-3	-1	-5	0	-4	0	-2	0	1	0
HCV core dimer	-4	-9	32	0	9	-8	2	-1	1	-1
PP5 inh	-0.1	7.7	1.7	-1.1	1.4	1.7	2.9	2.0	0.8	0.6

# Record cards (already shown). Screens in order: proCasp7 act | PP1 counter | procasp3 activ | Fh CTSL1 inh | AHR activator | PAFAH2 FP inh | TPT1 inh | HCV core dimer | PP5 inh
# `O=C(c1ccncc1)N1CCN(c2cccc(C(F)(F)F)c2)CC1` as listed: 4 | -4 | 2 | -3 | 9 | -1 | -3 | -5 | 0.0
# `O=C(COc1cc(Cl)c(Cl)cc1Cl)NCCN1CCOCC1` as listed: 5 | 0 | 2 | 2 | 5 | 2 | -1 | 0 | 2.4
# `O=c1ccc(=O)n(-c2ccccc2)[nH]1` as listed: 3 | -2 | -9 | 0 | 0 | 1 | -3 | 0 | -1.3
# `Cc1cccc[n+]1C1C(c2ccccc2)C(C#N)=C(C(=C=[N-])C#N)NC1(O)C1CC1` (configuration not stated) as listed: -2 | -5 | 6 | 1 | 2 | 30* | -5 | 32 | 1.7
# `O=C(C1CCCCC1)N1CCN(c2ccccc2F)CC1` as listed: 3 | -2 | -7 | 10 | 4 | 0 | -2 | 9 | -0.7

# Next records follow.
51) Cc1ccc(C(C)(C)NC(=O)C2CCC(=O)N(Cc3ccccc3F)C2)cc1 (configuration not stated)
52) CNc1ccc(/C=C/C(=O)c2ccc(C)cc2)cc1[N+](=O)[O-]
53) CCOc1ccc(CN(C)CC(=O)NCc2ccc(F)cc2)cc1
54) COC(=O)c1[nH]nc2c1C(=O)N(Cc1ccccc1)C2=O
55) O=C1CSC(c2ccccn2)N1c1ccc(F)cc1F (configuration not stated)
56) CCOC(=O)c1sc(Nc2ccccc2)nc1C

compound no.	51	52	53	54	55	56
proCasp7 act	3	7	-5	8	-1	-16
PP1 counter	-7	6	1	5	-7	10
procasp3 activ	3	-1	6	7	4	-3
Fh CTSL1 inh	0	1	-1	-6	-1	4
AHR activator	6	6	1	2	0	21
PAFAH2 FP inh	3	11	-8	9	7	0
TPT1 inh	-2	1	5	-1	-2	-6
HCV core dimer	-5	4	-3	3	-1	3
PP5 inh	2.4	3.2	0.2	1.2	0.3	5.1

# High-throughput results: PubChem, The Scripps Research Institute Molecular Screening Center
